Screening data as filed in PubChem BioAssay.
bCat nuc transl – beta-catenin nuclear translocation modulation; HeLa beta-catenin nuclear translocation, immunofluorescence imaging; nuclear translocation activity, % at 5 µM; hit rate 0.3% among 190,000;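 active = nuclear translocation activity above 50% at 5 µM, with a well cell count of 50 or more; inconclusive = wells under 50 cells across six images, flagged as toxic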;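 note: per-cell ratio of nuclear to cytoplasmic median beta-catenin stain intensity; plate controls were DMSO negative control for no effect and GSK-3 inhibitor IX positive control for full effect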
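Technique: fluorescence imaging of beta-catenin antibody stain plus DAPI / Material: human HeLa cell line / Incubation: compound treatment 24 h, 37°C, 5% CO2 / Read-out basis: % activation of per-cell nuclear versus cytoplasmic median beta-catenin signal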
WT yeast gro inh – growth inhibition of WT yeast, mitochondrial fusion screen | mitochondrial fusion phenotypic screen, WT strain | inhibition, % at 10 µM | hit rate 2.1% among 190,000 | AID 1362; in the data active = inhibition above about 58%; tested in S. cerevisiae
Autophagy HCS – autophagy modulation, high-content screen; MEF GFP-LC3 puncta imaging; test concentration mostly 10 µM; calls only at 10 µM (by protocol); hit rate 0.98% among 190,000;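 active = percentage of spot-positive cells more than 3 SD above its plate mean, without a fluorescence outlier flag or 80% toxicity; inconclusive = no clear call, values can overlap the other calls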;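 note: spot-positive cell cutoff set from DMSO-treated cells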
Dynein transport – blocks dynein driven cargo transport along microtubules; 3617.4 mouse cells, GR-EGFP nuclear translocation imaging; test concentration mostly 20 µM; stimulated with dexamethasone, 1 µM; hits give low values; hit rate 0.47% among 220,000; z-score, hits read low;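 active = plate z-score of nuclear minus cytoplasmic receptor signal below a set negative limit, without overly bright fluorescence or cell loss, cut at about -3.5 in these data, passing the limit was not always enough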;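 note: z-score of nuclear minus cytoplasmic ring GR-EGFP intensity difference per well; some compounds called inactive have numbers as strong as hits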
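Medium: Induction medium lacking tetracycline, stripped serum | Probe or stimulus: 1.0 µM final dexamethasone stimulus | Schedule: 48 h induction, then 1 h compound, then 30 min agonist, 37 °C | Signal: Automated 10x imaging of fixed Hoechst-stained cells | Evaluation: Per-cell GR-EGFP intensity, nucleus versus surrounding cytoplasmic ring, well-averaged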
Yfh1-depleted yeast – mitochondrial function rescue without frataxin homolog – Friedreich's ataxia, plus single-dose screen, dose response (AID 1465). S. cerevisiae Yfh1-off respiration, WST-1 reduction, 72 h; higher fold induction means a stronger effect. fold induction at 50 µM, or EC50 in µM where a hit was titrated. hit rate 0.074% among 220,000;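 active = fold induction of absorbance versus untreated yeast above a set limit, then at least 30% activation at any dose in follow-up; inconclusive = repeats straddling the limit, or above it without dose testing; inactive = fold induction below the set limit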;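 note: activators that raise dye reduction in frataxin-depleted yeast; strong numbers were not always called active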
HEK293 NOD2/NF-kB – inhibition of NOD2-driven NF-kB reporter – cell-based, luminescence, uHTS, HEK293 (AID 1566); HEK293 NOD2/NF-kB luciferase reporter, luminescence; higher % means a stronger effect; hit rate 0.63% among 290,000; inhibition, % at 4 µM, or EC50 in µM where a hit was titrated; in the data active = inhibition above about 50%; note: many of its hits are not listed in these tables
MT stabilize HCS – microtubule stabilizers in HeLa cells; HeLa tubulin immunostaining HCS, 24 h; share of cells brighter than vehicle mean+2SD; % tubulin-high responders, % at 10 µM; hit rate 0.83% among 200,000;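 active = plate Z-score above 3 for both tubulin-high and condensed-nucleus cell shares, with cell loss under 80%, at 10 µM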;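 note: anti alpha tubulin signal scored within the nucleus-defined area of each cell; some results filed as inactive read as strong as hits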
Hep lipid drop – modulators of hepatic lipid droplet formation; AML12 mouse hepatocytes, oleate lipid droplets, BODIPY imaging; inhibition, % at 6.5 µM; hit rate 0.4% among 240,000; AID 1656;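 active = lipid droplet intensity inhibited by at least 50%, with more than 500 cells counted; inconclusive = wells with under 300 cells, treated as cytotoxic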
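Material: mouse AML12 hepatocyte cell line, fixed after treatment; Timing: compound with oleate, overnight; Technique: high-content imaging of BODIPY-stained droplets and DAPI nuclei; Probe or stimulus: oleate, 100 µM final; Dosing: compound at 6.5 µM only.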
Insulin prom up – MIN6 insulin promoter up-regulation; MIN6 insulin promoter-GFP reporter, high-content imaging; hits give high values; z-score at 5 µM; hit rate 0.3% among 190,000;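 active = z-score above 3 at 5 µM with at least 500 cells counted in the well; inconclusive = wells under 500 cells, flagged as cytotoxic or low count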
WT yeast gro inh mutant strain – second read-out of WT yeast gro inh, no call of its own (marks repeat the call); inhibition, %; mitochondrial fusion phenotypic screen, mutant strain inhibition
Dynein transport cytoplasmic EGFP – also measured in Dynein transport; calls as there; z-score; measured here: cytoplasmic GR-EGFP intensity; hits give high values
Dynein transport nuclear GR-EGFP – also measured in Dynein transport; calls as there; z-score; measured here: nuclear GR-EGFP intensity;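 lower value marks the stronger effect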
Dynein transport cell count – second read-out of Dynein transport, no call of its own (marks repeat the call); z-score; measured here: cell count per field
Insulin prom up cell count – also measured in Insulin prom up; calls as there; cell count; measured here: cytotoxicity, nuclei count;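 total cells summed across four imaged fields per well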
Hep lipid drop cells 6.5 µM – recorded beside Hep lipid drop, whose call it bears; cell count; measured here: cell count, cytotoxicity flag;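 cells counted across two imaged fields per well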
bCat nuc transl cell count 5 µM – recorded beside bCat nuc transl, whose call it bears; cell count; measured here: cell count, cytotoxicity flag
MT stabilize HCS Hoechst-high % – recorded beside MT stabilize HCS, whose call it bears; % Hoechst-high responders; measured here: nuclear condensation Hoechst responders;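 share of cells brighter than vehicle mean plus two SD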
MT stabilize HCS cytotoxicity % – recorded beside MT stabilize HCS, whose call it bears; toxicity, %; measured here: cytotoxicity by cell density;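 0% = mean cell density of plate MIN control wells and 100% = no cells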
Autophagy HCS cell loss 18 h – also measured in Autophagy HCS; calls as there; toxicity, %; measured here: cell loss, nuclei count;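 cell loss after 18 h compound exposure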
An asterisk follows results filed as active; i = inactive; ? = inconclusive; . = no result given.

SMILES	bCat nuc transl	bCat nuc transl cell count 5 µM	WT yeast gro inh	WT yeast gro inh mutant strain	Autophagy HCS	Autophagy HCS cell loss 18 h	Dynein transport	Dynein transport cytoplasmic EGFP	Dynein transport nuclear GR-EGFP	Dynein transport cell count	Yfh1-depleted yeast	HEK293 NOD2/NF-kB	MT stabilize HCS	MT stabilize HCS Hoechst-high %	MT stabilize HCS cytotoxicity %	Hep lipid drop	Hep lipid drop cells 6.5 µM	Insulin prom up	Insulin prom up cell count
Cc1ccc(C)c(N2CCN(C(=S)Nc3ccc4nc(N5CCN(C)CC5)cc(C)c4c3)CC2)c1	2.3	1072	72*	42*	i	0	0.49	-0.23	0.29	-0.3	i	13%	1.5	2.5	1.0	-2	666	-0.96	833
Cc1ccc(S(=O)(=O)NNC(=O)C2CCN(Cc3ccccc3)CC2)cc1	-1.8	1181	-32	-20	i	7	-0.56	-0.15	-0.54	1.1	i	14%	0.8	1.6	10	15	787	0.17	1284
O=C(N/N=C/c1ccc(OC(F)F)cc1OC(F)F)NC1CCCCC1	-1.7	1158	45	27	i	-11	0.64	-0.22	0.76	-0.16	i	-3%	3.8	2.4	6.8	-10	646	-0.07	1248
NC(=O)CC[C@H](NC(=O)c1ccc(F)cc1)C(=O)OCC(=O)Nc1c(F)c(F)c(F)c(F)c1F	0.3	958	-19	-6	i	0	2.8	-0.18	1.1	-1.7	i	12%	3.7	4.4	12	7	593	0.54	1418
COc1ccc(NC(=O)COc2nc3ccccc3nc2N2CCOCC2)c(OC)c1	-0.3	1124	0	14	i	6	-0.73	-0.34	-0.13	1.7	i	16%	6.5	1.6	12	9	679	-0.18	1253
CCCCS(=O)(=O)CC(COc1ccccc1)OC(=O)c1ccccc1 (stereo not drawn)	-2.5	1366	19	8	i	3	1.2	-0.19	-0.033	-1.1	i	-5%	4.5	2.1	2.5	.	.	0.55	1462
COCCNC(=O)c1ccc(Cn2c(=S)[nH]c3cc4c(cc3c2=O)OCO4)cc1	-2.9	964	5	15	i	-7	0.58	-0.34	0.96	-1.2	i	4%	6.1	3.3	7.3	.	.	-0.33	1528
Cc1cc(/C=C2\NC(=O)N(Cc3ccc(Cl)cc3)C2=O)c(C)n1C	1.7	1047	2	-8	i	-5	0.4	-0.23	0.32	1.2	i	6%	3.9	2.0	4.3	-14	701	.	.
CN=C(c1ccccc1)c1c(C)cccc1C	-1.3	479	8	-9	i	9	1.2	-0.34	0.16	-0.0054	i	5%	2.0	2.7	11	.	.	0.33	1038
COP(=O)(OC)c1nc(-c2ccccc2)oc1NCc1ccccc1	-2.9	1100	5	-24	i	5	0.38	-0.18	0.031	-0.09	i	-2%	2.4	3.1	13	10	607	-0.29	1499
CC(C)OC(=O)c1cccc(C(=O)OCc2ccco2)n1	-0.6	823	-17	-5	i	8	1.8	-0.044	0.92	-1.6	.	12%	5.0	1.8	0.3	.	.	0.39	1195
C/C(=N\NC(=O)c1cccc([N+](=O)[O-])c1)c1ccncc1	-3.5	1050	-3	-3	i	-2	0.66	-0.35	0.16	0.25	i	-6%	1.9	3.3	8.5	-6	662	-0.35	1247
Nc1c(C(=O)NC2CCCC2)c2nc3ccccc3nc2n1/N=C/c1ccco1	.	.	35	7	i	-4	0.041	-0.17	0.39	-0.041	i	9%	3.1	1.2	0.5	14	770	.	.
CCC1CCCCN1CCCNC(=O)c1ccc(CS(=O)(=O)Cc2ccccc2F)o1 (stereo not drawn)	.	.	6	8	i	0	-0.69	-0.24	-0.34	0.73	i	6%	3.3	2.1	5.8	-23	588	.	.
CN(CCCNS(=O)(=O)c1cccc2cccnc12)Cc1ccccc1	.	.	-3	-6	i	8	1.3	-0.19	0.81	-0.38	i	-18%	4.7	2.3	11	.	.	1.2	1040
CC(C)c1ccc(NC(=O)c2cc(S(=O)(=O)NCC3COc4ccccc4O3)ccc2F)cc1 (stereo not drawn)	5.2	546	62*	29*	i	-33	0.43	-0.23	0.86	-0.16	i	-12%	3.2	2.5	12	-24	716	-2.6	552
NC1=NC2(CCCCC2)N(c2ccc(F)cc2F)C(N)=N1	-0.4	976	-1	-3	i	-17	-0.82	-0.25	-0.19	1	i	17%	2.4	1.2	7.2	0	727	0.62	1521
CC1=NN(c2nc(C)cc(C)n2)C(=O)C1CCC(C)C (stereo not drawn)	.	.	20	-8	i	-9	1.4	-0.051	0.74	-0.41	i	13%	1.3	1.4	8.4	15	741	-0.22	893
COCCCNC(=O)c1c(NC(=O)C2COc3ccccc3O2)sc2c1CCCC2 (stereo not drawn)	-5.4	1147	-5	-10	i	5	0.65	-0.27	0.57	0.72	i	44%	1.8	1.8	12	3	728	.	.
Cc1cc(N2CC(=O)N(CCc3ccccc3)C(=O)C2)n2ncnc2n1	-0.5	1222	-4	7	i	0	-0.029	-0.22	-0.13	0.41	i	-5%	2.2	1.0	1.3	-11	708	0.37	1260
COc1ccc(/C=C(/NC(=O)c2ccccc2)C(=O)N/N=C/c2sccc2C)cc1	0.1	1127	12	-3	i	1	-0.55	-0.25	0.01	0.37	i	5%	4.5	2.9	7.9	-3	709	-0.1	1499
C/C(=N\NC(=S)NCc1ccccc1)c1ccccc1F	-1.8	1176	-3	-16	i	-1	-0.74	-0.26	-0.45	0.54	i	-9%	1.9	0.9	14	30	653	0.06	1269
Cc1ccc(C)c(NC(=O)CSc2nnc(CCNC(=O)OC(C)(C)C)o2)c1	.	.	-15	-24	i	-5	0.51	-0.19	0.4	-0.28	i	4%	1.9	1.7	11	.	.	-0.88	881
O=C(c1ccc2c(c1)N(Cc1ccccc1F)C(=O)c1ccccc1S2)N1CCOCC1	0.4	1294	.	.	.	.	0.47	-0.22	0.69	0.31	i	-17%	.	.	.	-3	726	2.4	908
CCOC(=O)c1ccc(Nc2sc(C(=O)c3cccc([N+](=O)[O-])c3)c(N)c2C#N)cc1	47	501	.	.	.	.	0.026	-0.25	-0.015	0.81	i	-12%	.	.	.	-8	670	-0.39	1101
O=C(NCCN1CCOCC1)c1noc2c1CCc1ccccc1-2	.	.	7	0	i	-12	0.086	-0.21	0.2	0.57	i	-44%	1.7	3.4	5.4	0	806	0.13	1257
Cc1cccc(NC(=O)CN2C(=O)N/C(=C/c3cc(C)n(-c4cccnc4)c3C)C2=O)c1	-1.7	507	.	.	i	-5	-0.69	-0.14	0.37	-0.65	i	9%	2.9	2.6	18	13	818	.	.
CC(=O)Nc1ccc2nc(-c3cccnc3)[nH]c2c1	-0.8	996	-12	5	i	-1	1.5	-0.21	0.91	-0.001	.	17%	2.3	2.1	7.9	22	764	1.2	1085
Cc1ccc2c(c1)NC(=O)C(CC(=O)Nc1ccc(CN3CCC(C)CC3)cc1)O2 (stereo not drawn)	.	.	-3	1	i	8	2.7	0.16	1.9	-1.3	i	-1%	3.8	1.6	12	.	.	-0.39	961
O=C(NCCN1CCCC1)c1ccc(Cl)cc1	0.4	1001	-7	-6	i	15	-1.3	-0.23	-0.42	0.77	i	0%	1.1	0.6	1.2	10	734	-0.38	1469
CC(C)(C)c1ccc(N2C(=O)CC(C/C=C/c3ccccc3)C2=O)cc1 (stereo not drawn)	0.0	1359	.	.	.	.	-0.15	-0.17	0.37	0.51	i	5%	.	.	.	-13	785	0.85	987
CN(C)CCCN1C(=O)c2oc3ccccc3c(=O)c2C1c1cccs1 (stereo not drawn)	-0.2	1013	13	18	i	-7	-0.74	-0.27	-0.5	0.2	i	12%	2.2	2.7	25	20	712	-0.5	1223
O=C1CC(c2ccccc2)=NN1c1nc(-c2ccccc2)cs1	3.2	902	-10	7	i	1	0.43	-0.3	0.52	-0.088	i	-16%	5.0	1.5	9.1	-4	644	.	.
CCOC(=O)c1cn2nc(Oc3ccc(C(=O)OC)cc3)ccc2n1	-1.8	1243	.	.	.	.	0.46	-0.31	0.17	0.37	i	-11%	.	.	.	-6	594	1.4	1068
Nc1ccc(C(=O)N/N=C\C=C\c2cccc([N+](=O)[O-])c2)cc1	-3.9	1154	11	-15	i	-1	0.86	-0.19	0.35	-0.059	i	-25%	3.2	1.0	9.2	8	689	0.78	1268
CC(C)CCNC(=O)C1CCCN(S(=O)(=O)c2ccc(F)cc2)C1 (stereo not drawn)	-8.3	978	-6	-2	i	-53	-0.098	-0.2	0.26	0.65	i	13%	2.7	2.1	7.9	.	.	-0.78	836
COc1ccc(OC)c(S(=O)(=O)N2CCCCC2C(=O)O)c1 (stereo not drawn)	.	.	-3	-9	i	-7	1.8	-0.42	0.39	0.44	i	8%	2.2	0.9	16	-18	763	?	.

The list is partial; count on the stated rates, not on these rows.
